From PubChem BioAssay
Menin-MLL TR inh: qHTS Assay for Inhibitors Targeting the Menin-MLL Interaction in MLL Related Leukemias: Competition With Texas Red Labeled MLL-derived Mutant Peptide; Menin + Texas Red MLL mutant peptide, fluorescence polarization; actives 0.23% (n = 270,000); O00255; Potency, µM (top dose mostly 61.6 µM), without a hit: at the highest dose FP activity change, negative = inhibition, usual class: inhibitors; active means well fitted inhibition curve with a large enough effect in the polarisation, with a control signal flat, not every such curve was filed as active; inconclusive means small, poorly fitted or top-dose-only effect, or effect the other way, or a change in a side signal; inactive means no such curve, though single readings can be large or run the other way; the % refers to the polarisation; further: potency means the concentration at half of the fitted maximal effect; % of control where 0% means no effect; many of its hits are not listed in these tables
BRCA1 expr up: qHTS Assay to Identify Small Molecule Activators of BRCA1 Expression | Potency, µM (highest dose often 46.1 µM), without a hit: at the top dose activation, usual class: activators | actives 1.1% (n = 380,000) | AID 624202, 2012 | MCF7-BRCA1-FFLuc reporter, luminescence, 48 h; response scale: scaled: vehicle 0%, 10 µM genistein 100%; further: potency means the concentration at half of the fitted maximal effect; nearly all actives have a fitted effect of over 80% in size; some results filed as inactive show a strong effect at the top dose
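Activators of BRCA1 expression were detected as increased firefly luciferase luminescence in engineered MCF7 cells after 48 h compound incubation. Signals were scaled to genistein 10 microM as full activation.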
Rab9 promoter act: qHTS Assay for Rab9 Promoter Activators; Huh7 Rab9 promoter-luciferase reporter, luminescence, 24 h; Potency, µM (doses to about 9.22 µM), inactives show at the top dose activation, negative = inhibition, hits mostly activators; actives 2.8% (n = 320,000); further: potency means the concentration at half of the fitted maximal effect; % of control where 0% means no effect; nearly all actives have a fitted effect of over 60% in size
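Cell-based reporter: Huh7 stable for Rab9 promoter-driven luciferase, plated in reduced-serum medium with 10% FBS at 1500 cells/well, compound-treated 24 h at 37 °C, luminescence read after 10 min reagent.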
Gal4-VP16 FLuc: VP16 counterscreen qHTS for inhibitors of ROR gamma transcriptional activity; Drosophila S2 Gal4-VP16 UAS-luciferase, luminescence, 20 h; Potency, µM (top dose mostly 53.6 µM), without a hit: at the top dose activity, negative = inhibition, most hits filed as inhibitors; actives 3.5% (n = 310,000); AID 2546, 2010;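 further: Gal4-VP16 expression switched on by copper sulfate through the metallothionein promoter; potency means the concentration at half of the fitted maximal effect; on the % scale 0 is the no-effect control and ±100 the full control effect; nearly all actives have a fitted effect of over 50% in size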
NPC1 promoter act: qHTS Assay for NPC1 Promoter Activators. Huh7 NPC1 promoter luciferase reporter, 24 h. Potency, µM (titrated, usually from 9.22 µM), for the others: at the top dose activation, actives largely listed as activators. actives 2.4% (n = 320,000);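 further: potency means the concentration at half of the fitted maximal effect; % of control where 0% means no effect; nearly all actives have a fitted effect of over 60% in size; reporter is driven by a mutant NPC1 promoter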
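Huh7 cells stably carrying NPC1 promoter–luciferase, plated in Opti-MEM with 10% FBS for 2 h, were exposed to compound in DMSO for 24 h at 37 °C; luciferase reagent was added for 10 min and luminescence read.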
Giardia killer: Small Molecules that selectively kill Giardia lamblia: qHTS | activity change, % at 7.66 µM, hits read low | actives 0.15% (n = 340,000) | Giardia lamblia trophozoite viability; in the data active means activity change below about -80%; inconclusive means between about -30% and that limit;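 further: parasites exposed to compound for two days anaerobically before the ATP read; on the % scale 0 is the no-effect control and ±100 the full control effect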
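Media and compound were dispensed first, then trophozoites at 100 cells/well; plates sat 48 hrs at 37 deg C without oxygen before ATP luminescence reagent was added and read after 15-30 min at room temperature.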
ELG1 genotoxic: qHTS screen for small molecules that induce genotoxicity in human embryonic kidney (HEK293T) cells expressing luciferase-tagged ELG1. HEK293T ELG1-luciferase reporter, luminescence, 16 h. Potency, µM (highest dose often 46 µM), inactives show at the highest dose activity change, positive = activation, most hits filed as activators. actives 1.3% (n = 330,000); further: potency means the concentration at half of the fitted maximal effect; % of control where 0% means no effect; nearly all actives have a fitted effect of over 60% in size
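Quantitative HTS format in 1536-well plates. HEK293T ELG1-luciferase reporter cells receive test compound and are incubated 16 hr at 37 °C, 5% CO2; ONE-Glo added, 30 min room temperature, then luminescence read.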
RORgamma inh: qHTS for inhibitors of ROR gamma transcriptional activity. Drosophila S2 Gal4-RORgamma UAS-luciferase reporter, 20 h. Potency, µM (top dose mostly 53.6 µM), inactives show at the highest dose activity change, negative = inhibition, most hits filed as inhibitors. actives 5.4% (n = 310,000); further: potency means the concentration at half of the fitted maximal effect; on the % scale 0 is the no-effect control and ±100 the full control effect; nearly all actives have a fitted effect of over 60% in size
Target sequence (P51450 whole entry, looked up, the tested form may be a part): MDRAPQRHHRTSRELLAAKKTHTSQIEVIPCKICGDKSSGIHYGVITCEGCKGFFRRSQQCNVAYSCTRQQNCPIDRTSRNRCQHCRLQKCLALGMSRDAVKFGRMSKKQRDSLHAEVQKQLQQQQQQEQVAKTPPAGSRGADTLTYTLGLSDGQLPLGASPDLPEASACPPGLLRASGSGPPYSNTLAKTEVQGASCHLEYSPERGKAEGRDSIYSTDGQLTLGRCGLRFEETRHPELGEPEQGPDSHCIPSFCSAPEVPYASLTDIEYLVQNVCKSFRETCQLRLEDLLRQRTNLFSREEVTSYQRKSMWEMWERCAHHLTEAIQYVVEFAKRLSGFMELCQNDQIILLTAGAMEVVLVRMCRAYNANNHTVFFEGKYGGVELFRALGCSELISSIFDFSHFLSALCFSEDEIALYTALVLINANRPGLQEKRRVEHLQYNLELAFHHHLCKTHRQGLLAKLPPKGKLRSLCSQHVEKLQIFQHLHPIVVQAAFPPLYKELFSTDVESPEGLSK
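Stable Schneider cell line, Gal4 DNA-binding domain fused to ROR gamma, UAS-luciferase. Cmpd 1 hr RT → CuSO4 700 uM final → 20 hr RT → luciferase reagent 10 min → luminescence.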
PKM2 act: qHTS Assay for Activators of Human Muscle isoform 2 Pyruvate Kinase; Pyruvate kinase PKM (Homo sapiens), P14618; purified PKM2, Kinase-Glo ATP luminescence, activation; response scale: 0% is enzyme alone, no compound; Potency, µM (top dose mostly 57.5 µM), for the others: top-dose activation, most hits filed as activators; actives 0.34% (n = 260,000); further: potency means the concentration at half of the fitted maximal effect; on the % scale 0 is the no-effect control and ±100 the full control effect; nearly all actives have a fitted effect of over 55% in size
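ATP formation by purified human PK-M2, quantified via coupled luciferase luminescence after 1 h at room temperature with 0.1 mM ADP and 0.5 mM PEP final.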
FLuc modulator: qHTS profiling assay for firefly luciferase inhibitor/activator using purifed enzyme and Km concentrations of substrates (counterscreen for miR-21 project) | purified FLuc, Km substrates, luminescence inhibition | Potency, µM (series often up to 57.5 µM), for inactives: at the highest dose activity change, negative = inhibition, actives largely listed as inhibitors | actives 6.9% (n = 360,000);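 further: potency means the concentration at half of the fitted maximal effect; plate controls were vehicle for no effect and reference inhibitor for full effect; nearly all actives have a fitted effect of over 55% in size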
Target sequence (P08659 whole entry, looked up): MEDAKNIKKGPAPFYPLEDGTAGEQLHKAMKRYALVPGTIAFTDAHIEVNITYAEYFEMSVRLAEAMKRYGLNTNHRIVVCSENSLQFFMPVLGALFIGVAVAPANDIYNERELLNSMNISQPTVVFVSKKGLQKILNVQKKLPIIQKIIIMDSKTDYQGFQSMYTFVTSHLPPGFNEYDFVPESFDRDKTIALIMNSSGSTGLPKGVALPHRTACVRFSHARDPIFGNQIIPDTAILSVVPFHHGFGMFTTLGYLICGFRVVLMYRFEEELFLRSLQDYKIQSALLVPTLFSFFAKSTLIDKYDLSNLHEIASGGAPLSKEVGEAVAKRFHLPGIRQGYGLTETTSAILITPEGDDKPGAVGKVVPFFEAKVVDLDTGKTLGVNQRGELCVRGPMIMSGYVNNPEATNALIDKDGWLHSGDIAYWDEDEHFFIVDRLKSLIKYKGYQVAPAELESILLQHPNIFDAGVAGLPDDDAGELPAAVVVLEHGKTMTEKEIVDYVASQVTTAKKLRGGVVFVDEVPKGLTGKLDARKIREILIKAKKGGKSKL
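Biochemical qHTS of compounds, final roughly 60 µM downward over six points, against 10 nM purified firefly luciferase using Km concentrations of substrates (10 uM D-luciferin, 10 uM ATP) in Tris acetate pH 7.5 buffer; luminescence output.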
p53 reactivator: qHTS assay for re-activators of p53 using a Luc reporter; Potency, µM (titrated, usually from 92.2 µM), for the others: at the highest dose activity change, positive = activation, hits mostly activators; AID 504706, 2011; H1299 p53-A138V BP100-luciferase reporter, luminescence, 24 h; actives 0.063% (n = 320,000); further: potency means the concentration at half of the fitted maximal effect; % of control where 0% means no effect; nearly all actives have a fitted effect of over 45% in size
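p53-null H1299 cells stably carrying temperature-sensitive p53-A138V and a BP100-luciferase reporter were pinned with compounds (4-point, 1:5 series) and held 24 hrs at 37 deg C. Luminescence was read 10 min after detection reagent.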
* hit, by the source's call; ? = inconclusive; nt = not tested or not shown; & = joins results of further samples; [ ] = dose if it differs, or a comment. Unless noted, the call rests on the fitted dose curve; in most records, active means well fitted curve in the direction sought with a large enough effect; inconclusive means small, poorly fitted or top-dose-only effect, or another doubt; inactive means no such curve, though single readings can be large; an effect the other way counts as inactive or inconclusive. The list is partial, so the mix of outcomes need not match the whole.

Below each SMILES – Menin-MLL TR inh | BRCA1 expr up | Rab9 promoter act | Gal4-VP16 FLuc | NPC1 promoter act | Giardia killer | ELG1 genotoxic | RORgamma inh | PKM2 act | FLuc modulator | p53 reactivator
#1 CCSc1nnc(NC(=O)C2CC(=O)N(Cc3ccccc3)C2)s1 (configuration not stated)
  -9% | 11% | 5% | 14% | -5% | -23 | 0% | 1% | 6% | -13% | -3%
#2 CCOc1ccc(C(=O)NNC(=O)CCNC(=O)c2ccco2)cc1OC
  nt | -2% | 0% | nt | -3% | -13 | 2% | nt | nt | -2% | 3%
#3 CN(c1cccc(NC(=O)CN(c2ccc(C34CC5CC(CC(C5)C3)C4)cc2)S(C)(=O)=O)c1)S(C)(=O)=O
  11% | -93%[inhibitor] | -4% | 2% | -2% | -6 | -8% | ? | 0% | 0% | -2%
#4 O=C(NCc1cccnc1)C1CCN(S(=O)(=O)c2cc(Cl)ccc2Cl)CC1
  -5% | 48% | 4% | -14% | 2% | 2 | -9% | 37% | -3% | 0% | 0%
#5 O=C(O)/C=C/C(=O)Nc1ccc(-n2nccc2C(F)(F)F)cc1
  nt | 0% | 9% | -7% | -1% | 33[activator] | 1% | 10% | -3% | 17µM* | 3%
#6 COc1cccc(C(=O)NC(Cc2ccccc2)c2ccc3c(c2)OCCCO3)c1 (configuration not stated)
  2% | 2% | 21% | 16% | 1% | 4 | 5% | -6% | -7% | -1% | 4%
#7 O=C(COC(=O)C1CC(O)CN1C(=O)Oc1ccccc1)c1ccc(Br)cc1 (configuration not stated)
  -7% | 3% | 1% | 10% | 1% | 6 | -1% | 36% | 0% | -2% | 2%
#8 COc1ccc(S(=O)(=O)N2CCOC23CCN(S(C)(=O)=O)CC3)cc1
  nt | 11% | 2% | nt | 1% | 21 | 3% | nt | nt | 6% | -6%
#9 COc1ccc(C2CC(c3ccccc3)=NN2C(=O)COC(=O)/C=C/c2ccc(O)c(OC)c2)cc1 (configuration not stated)
  nt | -32% | -7% | -6% | -3% | -7 | -2% | 37% | 7% | -4% | 0%
#10 COC(=O)c1ccc(Oc2cc(C)nc(-n3nc(C)cc3C)n2)cc1
  nt | -81% | -31%[inhibitor] | 3.2µM* | -8% | 2 | ? | 0.28µM* | -1% | -1% | 0%
#11 Cc1cc([N+](=O)[O-])nn1CC(=O)Nc1nc2ccccc2s1
  ? | 1% | 7% | 6% | -1% | 8 | 0% | 31% | nt | -16% | ?
#12 CCn1ccnc1CN(C)C(=O)C1CCC(=O)N(Cc2cccc(C(F)(F)F)c2)C1 (configuration not stated)
  nt | -1% | -1% | -7% | 0% | -1 | 0% | -32% | -3% | -2% | 3%
#13 CCn1nnc(NC(=O)c2ccco2)n1
  -1% | 1% | -1% | 8% | 1% | 0 | 6% | -2% | nt | 2% | 3%
#14 COc1cc2c(cc1OC)C(c1ccc([N+](=O)[O-])cc1)N(C(C)=O)CC2 (configuration not stated)
  3% | 4% | 5% | -4% | -5% | 9 | 4% | -11% | 1% | -1% | nt
#15 COCCCNc1nc2c(c(=O)[nH]c(=O)n2C)n1CC(O)COc1ccccc1C (configuration not stated)
  -8% | -7% | -5% | 4% | -1% | -12 | 2% | 5% | -1% | 1% | -1%
#16 O=[N+]([O-])c1cccc(S(=O)(=O)N2CCC(c3nc(-c4ccncc4)no3)CC2)c1
  3% | -4% | -2% | 5% | 9% | 15 | 3% | 1% | -2% | 9% | 7%
#17 O=S(=O)(c1ccc2ccccc2c1)n1cccn1
  nt | -1% | 5% | -1% | 10% | 6 | 5% | 15% | 7% | 1% | -6%
#18 Cc1ccc(S(=O)(=O)N(C)C)cc1NC(=S)NC1CCCC(C)C1C (configuration not stated)
  -9% | -35% | -1% | 5µM* | -2% | -18 | -6% | 4µM* | 2% | -2% | -2%
#19 CCC1C(=O)N=C(SCC(=O)Nc2ccccc2)NC1=O (configuration not stated)
  -8% | 6% | -1% | -3% | 0% | 9 | 0% | -8% | 4% | 3% | 19%
#20 Cc1ccccc1OCC(=O)Nc1nnc(-c2ccncc2)s1
  nt | -4% | 3% | 2% | 2% | 22 | 4% | 10% | -2% | -19% | -3%
#21 COc1ccc(NC(=O)c2c(NC(=O)CNCc3ccco3)sc3c2CCC3)cc1
  0% | -30% | -2% | ? | 12% | -9 | -11% | -73% | -13% | -6% | 0%
#22 CCOCCOC(=O)C(C)Oc1ccc(Oc2nc(Cl)ccc2Cl)cc1 (configuration not stated)
  -16% | -21% | -1% | 5% | 0% | 16 | 0% | -9% | -7% | -11% | 1%
#23 Cc1ccc(S(=O)(=O)CC(=O)Nc2cc(C)on2)cc1
  -10% | 9% | -2% | 0% | -1% | -18 | 0% | -19% | nt | 0% | -3%
#24 O=[N+]([O-])c1ccc(N2CCOCC2)cc1SCc1ccco1
  ? | -32% | -3% | 3% | -1% | -1 | 6% | ? | -5% | 1% | 16%
#25 CCN(CC)CCOc1ccc(Br)cc1
  -15% | -19% | 1% | ? | -1% | -26 | -2% | -40% | 5% | -2% | 14%
#26 O=C(O)c1ccc2c(c1)C(=O)N(c1cccc(-c3nc4ccccc4s3)c1)C2=O
  ? | 17% | -7% | 2% | 1% | -16 | 6% | 6% | -8% | 2.4µM* | 0%
#27 CCn1cc(C(=O)NCCCN2CC(C)CC(C)C2)c2cc(OC)c(OC)cc2c1=O (configuration not stated)
  15% | 2% | -10% | ? | -4% | -9 | 6% | -19% | 1% | 3% | ?
#28 N#CCC(=O)Nc1ccc(C(=O)NCCC(c2ccccc2)c2ccccc2)cc1
  ? | -17% | -3% | 4% | -2% | -10 | 1% | 1% | -2% | -7% | -1%
#29 CC(=O)N1c2ccc(S(=O)(=O)N3CCCCC3)cc2CC1C(=O)Nc1ccc(F)cc1C (configuration not stated)
  nt | -4% | 0% | 3% | -6% | 1 | 0% | -8% | nt | 0% | -2%
#30 CCc1nnc(NC(=O)CSc2sc3c(O)cc(=O)[nH]c3c2C#N)s1
  ? | -15% | -1% | 9% | -3% | 4 | 1% | 4% | -12% | ? | -1%
#31 CC(=O)Nc1ccc(NC(=O)c2ccccc2CC[N+](=O)[O-])cc1
  12% | 7% | 4% | -4% | 2% | 5 | -1% | -5% | -1% | 5% | -4%
#32 COc1ccc(NC(=O)C2CCN(C(=O)Cc3ccccc3)CC2)c(OC)c1
  1% | 0% | -2% | 7% | -3% | -1 | -1% | -3% | -1% | 3% | 2%
#33 CCCCNC(=S)Nc1cccc2cnccc12
  -7% | -26% | -7% | -4% | -1% | -5 | -5% | -37% | 8% | -1% | -12%
#34 O=c1cc(CSc2ccc(Cl)cc2)nc(-c2ccccn2)[nH]1
  ? | -71% | -8% | 4.5µM* | -9% | -18 | ? | 4µM* | nt | 0% | -9%
#35 COc1ccc(OC)c(CN2CCN(CCc3ccccc3)C(CCO)C2)c1 (configuration not stated)
  -13% | 2% | 0% | -3% | -2% | ? | -3% | -5% | -5% | 1% | -3%
#36 S=C(Nc1ccccc1)c1ccccn1
  -1% | 10µM* | 2.8µM* | 2µM* | 3.5µM* | -27 | ? | 0.63µM* | -15%&-1% | 8.5µM* | ?
#37 Cc1nc(-c2c(-c3ccc(O)cc3O)noc2C(F)(F)F)cs1
  ? | -31% | 1% | ? | 1% | -28 | -5% | -10% | 3% | -1%[2.3 µM] | 3%
#38 CC(=O)Nc1ccc(S(=O)(=O)Nc2nc3ccccc3nc2Nc2cccc(O)c2)cc1
  nt | -2% | 0% | -15% | -6% | 1 | 5% | 14% | 3% | ? | 2%
#39 CCn1cc(C(=O)NCCCN(C)c2ccccc2)c(=O)c2cc(S(=O)(=O)N(C)C)ccc21
  5% | -16% | -5% | -3% | -1% | -4 | -13% | 14% | 2% | 0% | -7%
#40 CC1CN(C(=O)c2ccc3c(c2)OCO3)OC(c2ccccc2)O1 (configuration not stated)
  0% | -5% | 0% | -4% | 6% | -2 | -1% | -8% | 16% | 4% | 0%
